TDP1 cell CPT = DT40-hTDP1 cell growth loss with CPT. chicken DT40 Tdp1-/-;hTDP1 cells + 20 nM CPT, ATP luminescence, 48 h. Potency, µM (top dose mostly 46.2 µM), for the others: top-dose activity change, negative = growth inhibition, actives largely listed as inhibitors. 12% of 420,000 active; also: nearly all actives have a fitted effect of over 55% in size
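Chicken DT40 Tdp1-/- cells stably complemented with human TDP1 were seeded at 400 cells/well in medium containing 20 nM camptothecin, exposed to pin-transferred compounds, and grown at 37 °C for at least 48 hr. Viability was read as ATP luminescence.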
TDP1 inh = blocks human tyrosyl-DNA phosphodiesterase 1; 0.28% of 350,000 active; recombinant TDP1, AlphaScreen DNA substrate cleavage; Potency, µM (highest dose often 130 µM), without a hit: top-dose activity change, negative = inhibition, actives largely listed as inhibitors; Q9NUW8; also: nearly all actives have a fitted effect of over 40% in size
Target sequence (Q9NUW8 whole entry, looked up): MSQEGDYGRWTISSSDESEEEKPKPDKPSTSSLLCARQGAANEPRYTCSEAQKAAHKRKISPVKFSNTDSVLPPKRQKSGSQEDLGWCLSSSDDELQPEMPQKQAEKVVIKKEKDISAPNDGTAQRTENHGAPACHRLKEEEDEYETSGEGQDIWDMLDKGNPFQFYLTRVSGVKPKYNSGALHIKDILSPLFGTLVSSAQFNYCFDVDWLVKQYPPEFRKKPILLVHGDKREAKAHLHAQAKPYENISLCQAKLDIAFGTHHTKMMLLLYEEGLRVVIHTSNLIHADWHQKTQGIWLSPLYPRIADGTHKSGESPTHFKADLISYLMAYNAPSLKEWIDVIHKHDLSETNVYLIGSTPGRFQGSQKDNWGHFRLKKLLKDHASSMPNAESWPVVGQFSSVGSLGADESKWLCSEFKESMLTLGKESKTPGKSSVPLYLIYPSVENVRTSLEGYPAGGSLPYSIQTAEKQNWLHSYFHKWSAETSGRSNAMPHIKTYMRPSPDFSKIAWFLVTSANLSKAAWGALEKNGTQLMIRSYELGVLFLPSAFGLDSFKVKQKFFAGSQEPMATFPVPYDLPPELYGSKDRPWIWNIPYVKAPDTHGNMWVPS
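Recombinant human Tdp1 (E. coli-expressed, 1 nM final) preincubated with compounds 15 min at room temperature, then 5'-biotin/3'-phosphotyrosine-FITC DNA substrate (15 nM final) added for 5 min. AlphaScreen beads (10 ug/ml final) added 10 min; cleavage lowers signal.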
DT40 TDP1 no CPT = qHTS for Inhibitors of human tyrosyl-DNA phosphodiesterase 1 (TDP1): qHTS in cells in absence of CPT | DT40 Tdp1-/- hTDP1 cells, no CPT, ATP luminescence, 48 h | Potency, µM (top dose mostly 46.2 µM), for the others: at the top dose activity change, negative = growth inhibition, usual class: inhibitors | 15% of 420,000 active; also: nearly all actives have a fitted effect of over 55% in size
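DT40 Tdp1-/-;hTDP1 cells, no CPT (DMSO vehicle only), 400 cells/well; compounds pin-transferred; ≥48 hr, 37 °C; CellTiter-Glo 30 min RT dark, luminescence read.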
* hit, by the source's call; ? = inconclusive; . = not tested or not shown; & = joins results of further samples; [ ] = another dose, or the depositor's remark. Calls follow the shape of the dose curve; as a rule, active = well fitted curve in the direction sought with a large enough effect; inconclusive = small, poorly fitted or top-dose-only effect, or another doubt; inactive = no such curve, though single readings can be large; an effect the other way counts as inactive or inconclusive. % is scaled to controls: 0 for no effect and ±100 for the full control effect; potency is read from the fitted curve at half-maximal effect.

SMILES	TDP1 cell CPT	TDP1 inh	DT40 TDP1 no CPT
O=C(CN1CCN(C(=O)N2CCCCC2)CC1)Nc1ccc(F)cc1	-9%	0%	-5%
CCCCN(C(=O)c1ccc(Cl)cc1)C1CC2CCC(C1)N2C (stereo not drawn)	-19%	3%	-29%
CN(C1CCCCC1)S(=O)(=O)c1cccc2nsnc12	?	12%	?
CC(C)c1ccc(NC(=O)C2Cc3c(-c4cccc(F)c4)ccnc3O2)cc1 (stereo not drawn)	16µM*	.	9.2µM*
Cc1ccc(CN2C(=O)CCC2C(=O)NCCCN2CCCCC2C)cc1 (stereo not drawn)	-1%	0%	-1%
CCN1CCN(c2ccc(S(=O)(=O)N3CCOCC3)cc2NC(=O)CCC(C)C)CC1	-2%	6%	-20%
CC(C)(C)n1nc2c(c1NC(=O)c1ccc(S(=O)(=O)N3CCCC3)cc1)CS(=O)C2 (stereo not drawn)	-7%	5%	-22%
CCCCN(C(=O)c1cc(-c2ccc(F)cc2)nc2ccccc12)c1c(N)n(CCCC)c(=O)[nH]c1=O	?	-4%	?
O=C(CSCC(=O)OCC(=O)c1ccc(Br)cc1)Nc1ccc(Br)cc1	-13%	2%	-8%
NC(=O)CSc1nnc(-c2ccc(S(=O)(=O)N3CCOCC3)cc2)n1Cc1ccccc1	-1%	2%	0%
Cc1ccccc1OCC(O)CN1CCN(C)CC1 (stereo not drawn)	1%	6%	6%
CCc1nc(SCC(=O)Nc2nnc(CC)s2)c2c(C)c(C)sc2n1	-8%	0%	-4%
O=[N+]([O-])c1ccccc1OCCN1CCOCC1	18%	.	2%
CC(=O)Cn1nnc2sc(-c3ccccc3)cc2c1=O	-15%&-52%	6%&2%	6%&-24%
CC1CCc2c(sc(NC(=O)C3c4ccccc4Oc4ccccc43)c2C#N)C1 (stereo not drawn)	8%	2%	6%
COc1ccccc1C(=O)Nc1nc(-c2cccs2)c(NC(C)=O)s1	-9%	0%	-17%
Cn1cnnc1SCC(=O)NN(c1ccccc1)c1ccccc1	-17%	6%	-10%
Cc1ccc(N2CC(C(=O)Nc3ncc([N+](=O)[O-])s3)CC2=O)cc1 (stereo not drawn)	?	4%[56.1 µM]	-29%
S=c1[nH]nc(COc2ccccc2)n1/N=C/c1ccc(Cl)cc1Cl	-7%	.	-15%
Cc1cc(NC(=O)CCCn2nc([N+](=O)[O-])c(Cl)c2C)no1	-1%	3%	-10%
CCN(CC)CCCn1c(=S)[nH]c2cc(Cl)ccc2c1=O	-22%	12%	-13%
O=C(O)c1cccc(Oc2cccc(Cl)n2)c1	16%	-3%	1%
Cc1ccc(CN(C)C2CCN(C)CC2)cc1	?	.	-18%
O=C(O)c1cccc(S(=O)(=O)Nc2cc(Cl)ccc2Cl)c1	-6%	3%	7%
O=C(CCCN1C(=O)c2ccccc2C1=O)NCCN1C(=O)S/C(=C\c2cccs2)C1=O	?	7%	?
COc1ccccc1NC(=O)COC(=O)/C=C/c1ccc(OC)c(OC)c1	?	0%	?
COc1ccc2cc(C(=O)C3CCCN(Cc4ccccn4)C3)ccc2c1 (stereo not drawn)	?	0%	18µM*
Cc1cccc(N2CCN(C3=NC(=O)/C(=C\c4cn[nH]c4-c4ccccc4)S3)CC2)c1	6.5µM*	-3%	2.1µM*
Cc1nc(S(=O)(=O)N2CCN(c3ccc(Cl)cc3)CC2)cn1C	-23%	3%	-12%
O=C(O)c1ccccc1C(=O)Nn1cnnc1	-2%	.	10%
Cc1ccc(CNC(=O)CSc2ncn[nH]2)cc1	0%	1%	-2%
O=C1c2[nH]nc(-c3ccccc3O)c2C(c2ccccc2F)N1Cc1ccncc1 (stereo not drawn)	?	-2%	?
CCN1CCN(CC(=O)Nc2nc3ccc(OC)cc3s2)CC1	0%	-6%	?
Cc1ccc2cc(CN(Cc3cccs3)Cc3nnnn3CC3CCCO3)c(=O)[nH]c2c1C (stereo not drawn)	?	2%	18µM*
CC(=O)c1cccc(-c2ccnc3c2CC(C(=O)Nc2cccc(Oc4ccccc4)c2)O3)c1 (stereo not drawn)	?	.	?
Cc1ccc(Nc2c([N+](=O)[O-])ccc3nonc23)cc1C	-3%	.	2%
COc1ccc(CCNC(=O)c2cc(Cl)nc3ccccc23)cc1	?	8%	-1%
COc1ccc(Nc2nccc(OC)c2C#N)cc1	-23%	4%	-9%
Cc1ccc(S(=O)(=O)N2CCN(C(=O)CSc3ccc(Cl)cc3)CC2)cc1	-13%	-1%	?
O=C(CCc1nnc(-c2ccccc2)o1)NCC1CCN(C2CCCC2)CC1	6%	.	1%
c1ccc(-c2nnc3n2N=C(c2ccc4c(c2)OCO4)CS3)nc1	5%	3%	-8%
O=C(Nc1ccc(S(=O)(=O)Nc2nccc(C3Cc4ccccc4C(=O)O3)n2)cc1)c1ccccc1 (stereo not drawn)	-22%	4%	-21%
CCOC(=O)c1[nH]c2ccc(OC)cc2c1N=CN(C)C	-5%	3%	-13%
CN(C)S(=O)(=O)c1cccc(NC(=S)N/N=C/c2cccc(O)c2)c1	?	2%	-24%
COC(=O)CC1C(C(=O)OC)ON2OC(C(=O)OC)C(C(=O)OC)C12 (stereo not drawn)	-14%	-3%	-1%

Reformatted as labelled records: part of the list above
Cn1cnnc1SCC(=O)NN(c1ccccc1)c1ccccc1
- TDP1 cell CPT = -17%
- TDP1 inh = 6%
- DT40 TDP1 no CPT = -10%

Cc1ccc(Nc2c([N+](=O)[O-])ccc3nonc23)cc1C
- TDP1 cell CPT = -3%
- TDP1 inh = .
- DT40 TDP1 no CPT = 2%

CCCCN(C(=O)c1ccc(Cl)cc1)C1CC2CCC(C1)N2C (stereo not drawn)
- TDP1 cell CPT = -19%
- TDP1 inh = 3%
- DT40 TDP1 no CPT = -29%

COc1ccc2cc(C(=O)C3CCCN(Cc4ccccn4)C3)ccc2c1 (stereo not drawn)
- TDP1 cell CPT = ?
- TDP1 inh = 0%
- DT40 TDP1 no CPT = 18µM*

Next part:
SMILES	TDP1 cell CPT	TDP1 inh	DT40 TDP1 no CPT
O=C(NCc1ccco1)c1cccc(S(=O)(=O)N2CCN(Cc3ccccc3)CC2)c1	-14%	.	-28%
O=C(CCn1cnnn1)NC1CCCN(Cc2ccccc2F)C1 (stereo not drawn)	-15%	2%	3%
CCc1ccc2occ(CC(=O)Nc3nnc(C)s3)c2c1	-6%	9%	-24%
COCCn1c(SCC(=O)Nc2cc(C)nn2-c2ccccc2)nnc1-c1ccncc1	7%	-2%	-14%
Cc1cccc(OCCCCc2c(C)n[nH]c2C)c1	?	2%	?
Cc1ccc(-c2csc3nc(SCC(=O)Nc4ccc(Cl)c(C(=O)O)c4)[nH]c(=O)c23)cc1	6%	-20%	4%
Cc1ccc(-c2nnc(Nc3cccc(O)c3)c3ccccc23)cc1S(=O)(=O)NCCO	-14%	4%	-4%
O=c1[nH]c(NCCO)nc2c1C1(CCCCC1)Cc1ccccc1-2	?	9%	?
O=C(OCc1cc(=O)n2nc(C3CC3)sc2n1)c1ccccc1Cl	-26%	5%	?
COc1ccc(-c2cc(C(=O)N3CCCC(C(F)(F)F)C3)c3ccccc3n2)cc1 (stereo not drawn)	?	-3%	?
Cc1nc(-c2cccs2)sc1C(=O)NN	-3%	0%	-2%
Cc1cccc(N(C)C(=O)Cc2c(C(=O)O)[nH]c3ccccc23)c1	?	3%	?
COc1cc(C2C3=C(CC(C)(C)CC3=O)OC(N)=C2[N+](=O)[O-])ccc1O (stereo not drawn)	?	0%	?
COc1ccc(-c2nc3c(n2O)CCc2c-3no[n+]2[O-])cc1	-24%	3%	10%
O=S1(=O)CC(N2CC=CC2)CN1Cc1cn(Cc2ccc(Cl)cc2)nn1 (stereo not drawn)	-5%	.	-20%
COc1ccc(NC(=O)C2CCCCN2CC(=O)OCc2ccccc2)cc1OC (stereo not drawn)	-4%	-2%	2%
COc1ccc(-c2noc(CCCC(=O)O)n2)cc1	?	7%	-16%
CC(=O)Nc1sc2c(c1CN1CCN(C)CC1)CCCC2	2%	5%	7%
c1ccc2c(c1)CCc1ccccc1C2=C1CCNCC1	15µM*	.	13µM*
COc1ccc2c(CC(=O)NCC3CCC(C(=O)O)CC3)cc(=O)oc2c1 (stereo not drawn)	-1%	-5%	-5%
COC(=O)c1cc(Cl)c(NC(=O)/C=C/c2ccc(Cl)cc2)cc1OC	?	-3%	?
COc1ccccc1C(C)NC(=O)CN(C)CC(=O)Nc1c(C)cccc1C (stereo not drawn)	-10%	0%	-5%
N=C1/C(=C/c2cccn2-c2ccc([N+](=O)[O-])cc2)C(=O)N=C2SC=CN12	-21%	0%	?
Cc1ccc(OCC(=O)OCC(=O)NC2CCS(=O)(=O)C2)cc1C (stereo not drawn)	1%	.	-5%
Cc1ccc(Cn2ccnc2SCC(=O)NC2CCCC2)cc1	?	2%&2%	?
C=CCN(Cc1ccc(OC)c(OC)c1)C(=O)c1cc2cc(F)ccc2[nH]1	13µM*	.	?
Cc1cccc(N2CCN(C(=O)/C=C/c3cccs3)CC2C)c1 (stereo not drawn)	?	2%	15µM*
CN1C(C(=O)NCc2ccc(OC(F)(F)F)cc2)CC2Cn3c(nc4cc(Cl)c(Cl)cc43)C21 (stereo not drawn)	-69%	5%	?
O=C(/C=C/c1cccs1)Nc1ccc(N2CCOCC2)c(S(=O)(=O)Nc2ccccc2Cl)c1	?	-3%	23µM*
Clc1ncccc1-c1nnn(-c2ccccc2)n1	-18%	0%	-4%
CC(=O)SC(C[N+](=O)[O-])c1cn(C(C)=O)c2ccccc12 (stereo not drawn)	4.6µM*	7%	2.9µM*
CCC(=O)Nc1ccc2c(c1)nc1n2CCN(CCOC)C1	-7%	.	-22%
CCCOc1cccc(CN2CCCCC2c2cccnc2)c1 (stereo not drawn)	?	0%	?
Cc1ccc(CC(=O)Nc2c(C(=O)N3CCN(c4ccccc4F)CC3)oc3ccccc23)cc1	?	14%	18µM*
CCc1ccccc1N(CC(=O)NC(C)C)C(=O)CCC(=O)Nc1nccs1	-20%	4%	-3%
COc1ccc(C(=O)Oc2cc(C)[nH]c(=O)c2[N+](=O)[O-])c(OC)c1	4%	.	18%
Cc1cc(C)c(S(=O)(=O)N2CCN(C(=O)C3CCCO3)CC2)c(C)c1 (stereo not drawn)	-28%	0%	-11%
COc1ccc(-c2cc(=O)[nH]c(N3CCN(Cc4ccccc4)CC3)n2)cc1	?	.	?
O=C(NCc1ccccc1)c1cnsn1	?	4%	-8%
c1ccc(Nc2nc(N3CCNCC3)nc(N3CCOCC3)n2)cc1	?	0%	?
O=c1[nH]c2cc([N+](=O)[O-])c([N+](=O)[O-])cc2[nH]c1=O	-7%&-14%&-4%	6%[56.1 µM]	-3%&-6%&-5%
O=C(COC(=O)C1CCN(/C=C/C(=O)C(F)(F)F)CC1)Nc1ccccc1	-5%	3%	-8%
CCNc1ncc2ncc(=O)n(C)c2n1	?	.	-29%
N#C/C(=C(/O)c1ccc(Cl)c([N+](=O)[O-])c1)c1nc2ccccc2[nH]1	15µM*	-1%	?
Oc1ccc2ccccc2c1C=Nc1ccc(N2CCOCC2)cc1	-7%	7%	-16%
Cc1nc(-c2ccc(Cl)cc2)sc1CCNC(=O)Cc1ccc(F)cc1	16µM*	2%	15µM*
Cc1ccc(C2CC(c3cccs3)=NN2C(=O)CSc2nc(=O)n3cc(C)ccc3n2)cc1 (stereo not drawn)	2%	13%	?
CCOc1ccc(NC(=O)CN(C)C(=O)c2sccc2-c2ccccc2)cc1OCC	?	2%	?
CC(/C=N/Nc1nnc(C)c(=O)[nH]1)=C\c1ccccc1	-15%	0%	-10%
COc1ccccc1C=CC(=O)C=Cc1ccccc1OC	4.6µM*	.	3.3µM*
COc1ccc(-c2oc3cc(O[C@@H]4OC(CO)C(O)C(O)C4O)c(OC)c(O)c3c(=O)c2OC)cc1O (stereo partly drawn)	?	1%[56.1 µM]	15µM*

Look-ups from above:
COc1ccccc1C=CC(=O)C=Cc1ccccc1OC in TDP1 cell CPT is listed with 4.6µM*
CCOc1ccc(NC(=O)CN(C)C(=O)c2sccc2-c2ccccc2)cc1OCC in TDP1 inh is listed with 2%
Cc1nc(-c2ccc(Cl)cc2)sc1CCNC(=O)Cc1ccc(F)cc1 in TDP1 inh is listed with 2%

Screening results as filed in PubChem.
